Assay outcomes as filed in PubChem BioAssay.
Peg3 prom inh: Peg3 promoter-driven luciferase inhibitors, primary screen, cell-based, HeLa, luciferase luminescence; actives 1.7% (n = 360,000); HeLa PEG-Prom luciferase reporter, overnight; inhibition, % at 20 µM;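 active = inhibition of at least 50% at 20 µM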
NR2E3 ag-1: inhibitors of NR2E3-RetCOR corepressor binding, primary screen, NR2E3 agonist project, biochemical, TR-FRET, GST-NR2E3, biotin-RetCOR; inhibition of corepressor binding, % at 4.78 µM; AID 2300, 2010; actives 0.12% (n = 320,000); 1536-well;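 active = percent inhibition above the cutoff of mean plus 3 SD of all tested compounds, set per screening campaign, cut at about 20% in these data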;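 note: 0% = DMSO wells and 100% = biotin wells as full block of FRET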
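Material: NR2E3–RetCOR corepressor complex / Amount: 1.35 nM GST-NR2E3 / Medium: Tris pH 7.5 / Compound: single nominal compound dose of 4.8 µM / Incubation: 5 h at 4 °C / Technique: TR-FRET, Eu(K)-anti-GST donor, streptavidin-D2 acceptor, ex 340, em 617/671 nm / Read-out basis: percent loss of FRET ratio relative to control wells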
PDI inh: inhibitors of human PDI, primary screen, biochemical, turbidity, single point, plate reader; actives 0.052% (n = 350,000); inhibition, % at 10 µM; PDI insulin aggregation turbidity, A650, 90 min; Protein disulfide-isomerase (Homo sapiens), P07237;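 active = mean inhibition across replicates of 30% or more, whatever share of single replicates reach that level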;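 note: absorbance from insulin aggregation driven by PDI reduction with DTT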
Target sequence (P07237 whole entry, looked up): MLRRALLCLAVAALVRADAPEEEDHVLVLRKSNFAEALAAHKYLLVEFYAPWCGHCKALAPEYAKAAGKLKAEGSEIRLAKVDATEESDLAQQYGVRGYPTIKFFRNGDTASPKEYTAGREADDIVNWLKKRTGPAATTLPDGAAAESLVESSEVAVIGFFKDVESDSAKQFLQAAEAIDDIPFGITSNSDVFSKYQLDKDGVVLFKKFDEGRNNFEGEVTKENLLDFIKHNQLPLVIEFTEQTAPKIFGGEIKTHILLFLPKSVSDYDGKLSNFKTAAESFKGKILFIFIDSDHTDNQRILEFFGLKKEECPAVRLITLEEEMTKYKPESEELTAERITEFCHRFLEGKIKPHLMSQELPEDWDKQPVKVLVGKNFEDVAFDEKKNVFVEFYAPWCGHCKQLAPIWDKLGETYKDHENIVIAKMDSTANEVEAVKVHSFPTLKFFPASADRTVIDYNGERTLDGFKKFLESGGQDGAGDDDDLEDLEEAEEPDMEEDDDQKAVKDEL
iPSC survival up: enhancers of single-cell hiPSC survival, primary screen, ATPlite luminescence; 100% = ROCK inhibitor wells, 0% = DMSO; survival enhancement, % at 20 µM; actives 0.044% (n = 360,000); in the data active = survival enhancement above about 18%;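 note: cells exposed to compounds for 16 hours before the ATP read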
TRPM1 prom inh: inhibitors of MITF-dependent TRPM1 promoter reporter, primary screen, cell-based, SK-MEL-5, single point, luciferase. SK-MEL-5 TRPM1 promoter luciferase, 24 h. AID 488899, 2010. inhibition, % at 12.5 µM. actives 0.83% (n = 330,000);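 active = mean inhibition across replicates of 60% or more, whatever share of single replicates reaches that level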; note: values of inactives mirror those of a sister screen read the other way
m5-HT2A agonist: mouse Htr2a agonists via beta-arrestin recruitment, primary screen, cell-based, luminescence; CHO-K1 mHTR2A beta-arrestin complementation; percent of 30 µM serotonin response; activation, % at 7.6 µM; actives 0.66% (n = 360,000); 5-hydroxytryptamine receptor 2A (Mus musculus), P35363; AID 624169, 2012;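 active = activation above a run cutoff, the mean activation of all tested compounds plus 3 SD, cut at about 14% in these data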;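 note: 0% = plate median of compound wells and 100% = 30 µM serotonin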
Target sequence (P35363 whole entry, looked up): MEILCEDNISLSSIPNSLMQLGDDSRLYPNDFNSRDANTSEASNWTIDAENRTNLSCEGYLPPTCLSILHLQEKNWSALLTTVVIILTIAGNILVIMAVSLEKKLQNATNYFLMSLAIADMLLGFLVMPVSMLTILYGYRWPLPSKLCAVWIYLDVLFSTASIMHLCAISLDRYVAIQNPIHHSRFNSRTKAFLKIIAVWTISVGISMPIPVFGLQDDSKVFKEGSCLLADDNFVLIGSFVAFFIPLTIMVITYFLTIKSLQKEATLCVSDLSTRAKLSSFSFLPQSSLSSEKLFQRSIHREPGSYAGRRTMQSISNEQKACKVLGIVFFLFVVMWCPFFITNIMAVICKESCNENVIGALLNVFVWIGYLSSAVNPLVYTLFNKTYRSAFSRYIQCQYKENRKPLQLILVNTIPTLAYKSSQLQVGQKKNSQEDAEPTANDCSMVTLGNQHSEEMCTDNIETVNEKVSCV
NR2E3 ag-2: NR2E3 agonists in two-hybrid cells, primary screen, cell-based, luminescence, CHO-S, Gal4-NCOR/VP16-NR2E3 | luciferase | inhibition of corepressor binding, % at 3.98 µM | actives 0.35% (n = 360,000) | AID 602229, 2012;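 active = inhibition above the mean of all tested compounds plus 3 SD, cut at about 70% in these data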;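 note: 0% = DMSO with NR2E3 transfected cells and 100% = cells lacking NR2E3 construct; higher means lower luciferase signal from less NR2E3 corepressor binding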
Cardio protect: cardioprotection against H2O2-induced cell death, primary screen, uHTS, H9c2 cells, ATPLite luminescence. H9c2 cardiomyocytes, H2O2 injury protection, 2 h. protection from H2O2 cell death, % at 20 µM. actives 0.63% (n = 360,000). AID 588492, 2011;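 active = compounds giving at least 50% protection of heart cells from peroxide-induced death in the single-dose screen, raw or plate-pattern-corrected value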;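 note: 0% = DMSO wells with peroxide and 100% = DMSO wells without peroxide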
HIF-2a block: HIF-2a reporter inhibitors, primary screen, luminescence, 786-0 RCC cells; 786-0 RCC cells HIF-2a reporter, luciferase luminescence, overnight; inhibition, % at 18.8 µM; actives 0.72% (n = 360,000);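 active = inhibition of the luminescence signal of 40% or more relative to plate controls, in a single-dose primary screen at 18.75 µM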
Shn3 3UTR inh: reduction of Shn3 3'UTR firefly luciferase signal, primary screen, Schnurri-3 inhibitor project, cell-based, Clone20 osteoblasts, set 2 | AID 588674, 2011 | actives 0.52% (n = 360,000) | inhibition, % at 12.5 µM | Clone20 osteoblast Shn3 3'UTR firefly luciferase, 24 h;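 active = mean inhibition of at least 75% with every replicate also reaching 75%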;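 note: 0% = median of neutral control wells and 100% = pilot-screen positive control compound; some compounds past the cut are filed as inactive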
CaV13 FRET inh: Disruptors of the CACNA1D IQ motif to Ca2+-dependent inactivation inhibitor domain association, primary screening, Förster resonance energy transfer in intact living …; actives 0.098% (n = 340,000); inhibition, % at 12.3 µM; HEK cells, CFP/YFP FRET ICDI-IQ, plate reader, 10 min; percent FRET-ratio fall versus neutral wells;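 active = mean replicate inhibition of at least 30% and at least 1% of replicates passing that level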;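 note: 0% = median of the neutral control wells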
Starred values were filed as active, the others as inactive; nt = no result given.

no.	structure	Peg3 prom inh	NR2E3 ag-1	PDI inh	iPSC survival up	TRPM1 prom inh	m5-HT2A agonist	NR2E3 ag-2	Cardio protect	HIF-2a block	Shn3 3UTR inh	CaV13 FRET inh
1	CCOc1ccc(C(=O)N2CCN(c3ccccc3)CC2)cc1OCC	-4	1	-5	1.3	7	-1	-15	-3	16	16	-7
2	COc1cc(C(=O)NC(C)Cc2ccccn2)ccc1OC1CCN(C(C)=O)CC1 (stereo not given)	-2	nt	-9	-0.6	-11	0	7	0	2	4	-5
3	C/C=C/c1ccc(OCC(O)CNCCc2ccc(OC)cc2)c(OC)c1 (stereo not given)	28	-1	4	-0.3	-3	-14	-20	2	21	0	-19
4	O=C(NCC(=O)N(c1cccnc1)C(C(=O)NC1CCCC1)c1ccccc1)c1ccco1 (stereo not given)	8	3	5	3.6	4	0	14	4	19	-10	-2
5	NCCNc1ccc([N+](=O)[O-])c(Sc2nc3ccccc3[nH]2)c1	22	1	-4	2.9	-4	-5	18	2	27	-54	-6
6	COc1ccc(CC(=O)NNC(=O)CCc2ccccc2)cc1	-2	4	1	-1.9	6	-4	16	-11	12	-25	-5
7	Cc1ccc(C(=O)N2CCN(c3cc(=O)[nH]nc3-c3ccccc3)CC2)cc1	7	3	-3	0.2	13	4	-19	-2	-3	17	-10
8	O=C1CSC(c2ccccc2F)N1 (stereo not given)	0	5	4	1.9	1	3	-16	-1	6	10	-5
9	Cc1cc(C)n2nc(SCc3ccccc3C(=O)O)nc2n1	-16	-2	14	-0.5	nt	0	-31	-5	10	12	-4
10	CCC(C(=O)Nc1cccc(OC)c1)n1nc(C)c2c(C)n(-c3ccccc3)nc2c1=O (stereo not given)	23	-2	2	-0.4	3	0	-15	-3	17	16	-7
11	Cc1nc2ccccn2c1C(=O)NC1CCCc2ccccc21 (stereo not given)	20	0	-4	0.8	nt	14	34	-26	10	82	0
12	O=C(CCCC(=O)OCC(=O)NC1CCCC1)Nc1ccccn1	-7	0	-4	0.7	5	3	11	0	7	-11	-6
13	COc1cc(NS(=O)(=O)c2c(C)[nH]c(C)c2C(=O)N2CCCCC2)cc(OC)c1OC	5	1	-3	-0.4	2	7	-7	2	8	-5	-5
14	Cc1cc(C)c(S(=O)(=O)NCc2cn3ccccc3n2)c(C)c1	-4	0	5	-0.3	6	2	7	-2	12	-6	-3
15	COc1ccc(/C(O)=C2\C(=O)C(=O)N(CCN(C)C)C2c2cccc(OC)c2OC)cc1Cl (stereo not given)	-6	5	5	1.9	15	1	-21	-1	14	-2	nt
16	CC1CCCN(S(=O)(=O)c2ccc3c(c2)OCCO3)C1 (stereo not given)	18	nt	-2	-0.3	nt	-3	-40	3	10	-1	-10
17	Cc1ccc2c(c1)N(CCC(=O)NCCCN1CCCC1)C(=O)C(C)O2 (stereo not given)	4	-1	-2	0.0	-2	-2	-11	2	3	9	-2
18	CC(=O)c1ccc(S(=O)(=O)Oc2ccc(C(=O)O)cc2Cl)cc1	6	nt	8	-0.9	12	4	-10	1	10	-4	-6
19	Cn1ncc2c1ncn1nc(COc3ccc4ccccc4c3)nc21	-40	-1	0	2.6	-5	-2	-23	-8	-4	-11	nt
20	COc1ccc(CNC(=O)C[C@H]2C[C@H](C(=O)N3CCCCC3)[C@@]3(C)c4[nH]c5cc(-c6ccco6)ccc5c4CCN3C2=O)cc1OC	12	nt	-10	-1.5	13	-6	-23	20	5	12	-7
21	CCOC(=O)C1CCN(CC(C)(C)NS(=O)(=O)c2ccc(C)cc2)CC1	-5	1	3	0.0	1	20*	-17	-3	9	7	-3
22	COc1ccc(C2C3=C(CC(C)(C)CC3=O)Oc3ncn(CCO)c(=N)c32)cc1OC (stereo not given)	-216	4	-8	1.6	3	1	4	2	0	30	nt
23	CC1(C)CC2=C(CO1)C(=S)NC(c1ccccc1)N2CC1CCCO1 (stereo not given)	5	1	0	-0.6	4	2	-3	4	17	-1	-19
24	Cc1ccc(NC(=O)CCC(=O)NNC(=O)/C=C/C(=O)O)c(C)c1	-7	1	-2	-1.5	2	1	2	-7	20	-17	-4
25	O=C(NCC1CC1)c1cc([N+](=O)[O-])cc([N+](=O)[O-])c1	-3	-1	-2	0.3	-3	2	-2	4	11	-14	-20
26	Cc1noc(C)c1NC(=O)Nc1ccc2c(c1)C(=O)N([C@H](C)CO)C[C@H](C)[C@@H](CN(C)S(=O)(=O)c1ccc(Cl)cc1)OCCCC[C@@H](C)O2	2	nt	0	0.2	nt	0	9	-2	9	-5	-9
27	CCCC(NC(=O)c1c(C)noc1C)C12CC3CC(CC(C3)C1)C2 (stereo not given)	-13	0	0	0.3	-2	2	-13	-3	19	6	-2
28	O=C(Nc1ccccc1)c1ccc(NCC2CCCO2)c(S(=O)(=O)N2CCOCC2)c1 (stereo not given)	6	-2	-1	0.7	11	-6	-1	4	-5	-1	-5
29	CCOc1ccccc1NC(=O)COC(=O)CCOc1cc(C)ccc1C	-22	-6	-1	0.1	2	-4	-12	-6	-3	0	-16
30	CC(NC(=O)C12CC3CC(C)(CC(C)(C3)C1)C2)c1ccncc1 (stereo not given)	6	1	-4	-0.4	12	5	-11	3	14	8	-5
31	C=CCN(c1ccc(F)cc1)S(=O)(=O)c1cc(C(=O)NC2CC2)ccc1Cl	-1	nt	-3	6.7	nt	-3	4	-4	12	0	-6
32	O=C(O)c1ccc(N=NN2CCCCCC2)cc1	-98	4	-13	-0.8	-39	-1	-117	-2	-100	-55	-3
33	Nc1c(N(CCO)C(=O)C2CCCC2)c(=O)[nH]c(=O)n1Cc1ccccc1	-7	nt	-2	1.0	-7	-2	-4	-1	6	-10	-6
34	CC(C)CN(C(=O)CCc1ccccc1)c1c(N)n(CC(C)C)c(=O)[nH]c1=O	12	3	-4	2.9	3	-2	5	4	13	7	-5
35	O=C(CSc1cc(Cl)ccc1Cl)NC1CC1	-15	4	-5	0.4	-2	-16	-3	2	2	-15	-3
36	O=[N+]([O-])c1cccc(-c2nnnn2-c2cccc(F)c2)c1	7	-1	2	-0.3	-4	0	10	5	1	23	-5
37	CC/C(O)=C(\C#N)c1nnc2n1CCCCC2	4	5	-7	0.5	-6	-1	7	3	7	-14	-6
38	COc1ccc(C(C)=NNc2ccc([N+](=O)[O-])cc2S(=O)(=O)Nc2ccccc2C(=O)O)c(OC)c1	3	nt	-71	0.3	4	2	-23	-11	-29	-11	-18
39	COc1ccc(NC(=O)CSc2nnnn2C2CC2)cc1S(=O)(=O)N1CCOCC1	9	3	1	-0.5	10	7	1	0	-2	6	-5
40	COCCn1nnnc1CN1CCN(c2cccc(C(F)(F)F)c2)CC1	0	2	3	-1.1	3	-5	2	1	15	-3	nt
41	N#C/C(=C\c1ccc(-c2ccc([N+](=O)[O-])cc2Br)o1)C(=O)N1CCN(c2ccccc2)CC1	-1	2	7	-2.0	17	3	-10	-9	7	-10	-4
42	COc1ccc(OC)c(S(=O)(=O)N2CCN(CC(O)CN3CCOCC3)CC2)c1 (stereo not given)	-6	3	10	-0.5	1	4	-3	5	7	5	-5
43	C/C(=N\NC(=O)c1cccnc1)c1ccc(-n2ccnc2)cc1	15	10	23	2.6	13	1	6	15	18	-7	-4
44	COc1ccc(N=C2S/C(=C\c3ccco3)C(=O)N2CC(C)C)cc1	-12	3	-2	5.5	-4	-4	7	-8	-2	2	-6
45	c1csc(-c2cc(N3CCCCC3)c3ccccc3n2)c1	-4	-2	-5	-0.3	-10	4	-18	-3	-8	16	-16

Another view of part of the listing above.
[19] Cn1ncc2c1ncn1nc(COc3ccc4ccccc4c3)nc21
[23] CC1(C)CC2=C(CO1)C(=S)NC(c1ccccc1)N2CC1CCCO1 (stereo not given)

assay / compound	19	23
Peg3 prom inh	-40	5
NR2E3 ag-1	-1	1
PDI inh	0	0
iPSC survival up	2.6	-0.6
TRPM1 prom inh	-5	4
m5-HT2A agonist	-2	2
NR2E3 ag-2	-23	-3
Cardio protect	-8	4
HIF-2a block	-4	17
Shn3 3UTR inh	-11	-1
CaV13 FRET inh	nt	-19

New compounds follow:
no.	structure	Peg3 prom inh	NR2E3 ag-1	PDI inh	iPSC survival up	TRPM1 prom inh	m5-HT2A agonist	NR2E3 ag-2	Cardio protect	HIF-2a block	Shn3 3UTR inh	CaV13 FRET inh
46	O=C(Cc1ccc(Cl)cc1Cl)Nc1ccncc1Cl	4	1	-8	-0.1	6	12	98*	-21	-4	88*	-11
47	O=C(COc1ccc2c3c(c(=O)oc2c1)CCCC3)NCCCN1CCCC1=O	-15	2	6	-0.5	3	3	11	3	-10	-47	-5
48	CCCCN(C)C(=O)c1oc2ccc(S(=O)(=O)N3CCCCCC3)cc2c1C	16	6	-2	2.7	14	-1	3	-17	15	33	-4
49	CCc1cc(CNC(=O)CCc2nnc(CCCc3ccccc3)o2)on1	-273	3	-7	0.0	-96	6	-120	-2	-304	nt	3
50	N#Cc1cccnc1Oc1ccccc1	0	0	-19	-0.4	12	-2	29	0	12	14	-5
51	CC(=O)c1cc2c(cc1NC(=O)Cc1ccsc1)OCO2	-11	6	-3	0.3	1	7	-10	6	-11	9	-3
52	COc1ccc(C2=Nc3ccccc3NC(=O)C2N(Cc2ccc(F)cc2)C(=O)c2ccco2)cc1 (stereo not given)	-26	nt	nt	-0.2	nt	-5	-50	0	-72	-43	-4
53	CCc1nnc(NC(=O)C2Cc3ccccc3CN2S(=O)(=O)c2ccc(C)cc2)s1 (stereo not given)	-120	3	-8	2.7	-7	-5	-23	-4	-102	-28	-7
54	CC(NC(=O)C1CCN(Cc2ccc(Oc3ccccc3)cc2)CC1)c1cccc2ccccc12 (stereo not given)	32	nt	3	-2.4	nt	-5	11	-7	2	23	-4
55	CCOc1c(Cl)cc(CNCC(C)C)cc1OC	18	-2	-10	1.6	5	9	0	3	-14	-1	-6
56	CCN(CC(=O)Nc1cc(Cl)ccc1C)C(=O)c1cc([N+](=O)[O-])ccc1N1CCOCC1	28	0	5	0.9	6	-13	0	2	16	-7	-7
57	C=CCN(C(=O)Cn1nc(C)n2c(cc3cc(C)ccc32)c1=O)c1ccccc1	-62	0	7	0.0	2	-2	-14	1	4	-6	-3
58	CCOC(=O)c1cc(C#N)c(SC)nc1C	10	-2	2	-0.7	-6	-1	12	0	12	-19	-5
59	COc1ccc(/C=N/NC(=O)c2cccnc2)c(C(=O)O)c1OC	13	0	-3	1.1	5	-2	-23	6	10	-12	-7
